# CSM14.1 death rescue: rescue of cells from ER stress-induced death, primary screen, 384-well, CSM14.1, thapsigargin, ATP luminescence (AID 1222); cellular ATP content (survival), % at 20 µM; hits with a dose series show EC50 in µM; 190,000 tested, under 10 active; CSM14.1 thapsigargin-induced death rescue, ATP luminescence; higher % means a stronger effect;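 active = EC50 below 50 µM in the dose-response confirmation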;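 also: death triggered by thapsigargin at about 15 µM added after 2 h compound pretreatment; cell ATP read after overnight thapsigargin exposure of roughly 18 to 22 hours; normalized against plate controls of thapsigargin alone and 5% DMSO vehicle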
# Insulin prom up: MIN6 insulin promoter up-regulation. MIN6 insulin promoter-GFP reporter, high-content imaging; stronger effect = higher value. z-score at 5 µM. 0.3% of 190,000 active;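 active = z-score above 3 at 5 µM with at least 500 cells counted in the well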
# TNAP activators: stimulation of alkaline phosphatase TNAP activity – biochemical, luminescent, no phosphate acceptor, uHTS, primary screen (AID 1001). one-dose activation fold at 20 µM; EC50 in µM for titrated hits. purified TNAP, luminescent activation assay, no phosphate acceptor; higher activation fold means a stronger effect. 0.03% of 200,000 active; in the data active = activation fold from about 3, or a potency from the dose series; inactive = the rest, 99 in 100 with activation fold below about 1.6; also: many of its hits are not listed in these tables
# West Nile antiviral: inhibition of WNV-induced cytopathic effect – cell-based, CPE readout (AID 1621); West Nile virus-infected cells, CPE inhibition; higher % means a stronger effect; one-dose CPE inhibition, % at 10 µM; IC50 in µM for titrated hits; 0.02% of 290,000 active; in the data active = a potency from the dose series; also: strong numbers were not always called active
# PhoP inhibition: PhoP-dependent GFP reporter repression – Salmonella Typhimurium, primary screen (AID 1863). one-dose inhibition, % at 50 µM; IC50 in µM for titrated hits. 0.16% of 300,000 active. S. Typhimurium PhoP-regulated promoter GFP reporter, 4 h; higher % means a stronger effect;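 active = inhibition over 29.93%, a cutoff 3 SD above the screen mean, later confirmed by dose response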;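 also: 0% = low Mg2+ inducing control and 100% = high Mg2+ repressing control; strong numbers were not always called active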
# RSV CPE inhibition: inhibition of RSV-induced cytopathic effect – HEp-2 cells, primary 10 µM value included (AID 2391); HEp-2 cells, RSV-induced CPE inhibition; higher % means a stronger effect; CPE inhibition, % at 10 µM; hits with a dose series show IC50 in µM; 0.13% of 310,000 active; in the data active = a potency from the dose series; also: strong numbers were not always called active
# SV40 large T antigen: TAg ATPase/helicase activity blockers – biochemical (AID 1903); SV40 large T antigen ATPase/helicase inhibition assay; higher % means a stronger effect; inhibition, % at 20 µM; hits with a dose series show IC50 in µM; 0.39% of 310,000 active; in the data active = a potency from the dose series; also: strong numbers were not always called active
# human PMI inhibitors: MPI inhibition at elevated mannose 6-phosphate – biochemical, fluorescence intensity, high mannose 6-phosphate, primary screen (AID 1220) | recombinant PMI enzyme, coupled fluorescence intensity; higher % means a stronger effect | inhibition, % at 20 µM, or IC50 in µM where a hit was titrated | 0.66% of 190,000 active
# human PMI inhibition: inhibitors of human PMI, primary screen, biochemical, fluorescence intensity, coupled assay (AID 1209); 0.42% of 190,000 active; inhibition, % at 20 µM; hits with a dose series show IC50 in µM; purified PMI enzyme, coupled fluorescence intensity; higher % means a stronger effect;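 also: plate controls were DMSO vehicle for no effect and wells lacking substrate for full effect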
# Insulin prom up cell count: further read-out of Insulin prom up, marked with its call; cell count; measured here: cytotoxicity, nuclei count;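 total cells summed across four imaged fields per well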
# * marks the source's active call; other numbers are inactive results; / = no result given. Rule as the data show it, unless noted: active = inhibition above about 50%; inactive = the rest.
# Every second line gives: CSM14.1 death rescue, Insulin prom up, Insulin prom up cell count, TNAP activators, West Nile antiviral, PhoP inhibition, RSV CPE inhibition, SV40 large T antigen, human PMI inhibitors, human PMI inhibition
COc1ccc(N=c2oc3c(OC)cccc3cc2C(=O)NCc2ccco2)c(OC)c1
→ 2.4%, -3.3, 970, 0.9, 1.0%, -5%, 0.7%, 25%, 25%, 15%
CCc1ccc(-n2c(SCC(=O)c3ccc4c(c3)NC(=O)CO4)nc3ccccc3c2=O)cc1
→ -0.6%, 0.28, 1506, 1.1, -0.3%, 0%, -0.5%, 0%, -8%, -2%
CCOC(=O)c1[nH]c2ccccc2c1NC(=O)C1CCCC1
→ /, -0.06, 810, /, 0.0%, -7%, 0.9%, /, /, /
O=C(NC1CCCC1)C(c1ccco1)N(C(=O)c1ccco1)c1ccc(F)cc1 (centres undefined)
→ /, /, /, /, -1.3%, 0%, 1.2%, 13%, /, /
CC(C)Oc1ccc(C(=O)NCCNC(=O)c2ccco2)cc1
→ /, /, /, /, 0.3%, 1%, -0.1%, 10%, /, /
CC1CCN(CC(=O)Nc2ccc(S(=O)(=O)N3CCCC(C)C3)cc2)CC1 (centres undefined)
→ /, /, /, /, -2.0%, -3%, 3.3%, 3%, /, /

# Exported with bars between the fields: part of the list above.
canonical_smiles | CSM14.1 death rescue | Insulin prom up | Insulin prom up cell count | TNAP activators | West Nile antiviral | PhoP inhibition | RSV CPE inhibition | SV40 large T antigen | human PMI inhibitors | human PMI inhibition
COc1ccc(N=c2oc3c(OC)cccc3cc2C(=O)NCc2ccco2)c(OC)c1 | 2.4% | -3.3 | 970 | 0.9 | 1.0% | -5% | 0.7% | 25% | 25% | 15%
CCc1ccc(-n2c(SCC(=O)c3ccc4c(c3)NC(=O)CO4)nc3ccccc3c2=O)cc1 | -0.6% | 0.28 | 1506 | 1.1 | -0.3% | 0% | -0.5% | 0% | -8% | -2%
CCOC(=O)c1[nH]c2ccccc2c1NC(=O)C1CCCC1 | / | -0.06 | 810 | / | 0.0% | -7% | 0.9% | / | / | /
O=C(NC1CCCC1)C(c1ccco1)N(C(=O)c1ccco1)c1ccc(F)cc1 (centres undefined) | / | / | / | / | -1.3% | 0% | 1.2% | 13% | / | /
CC(C)Oc1ccc(C(=O)NCCNC(=O)c2ccco2)cc1 | / | / | / | / | 0.3% | 1% | -0.1% | 10% | / | /
CC1CCN(CC(=O)Nc2ccc(S(=O)(=O)N3CCCC(C)C3)cc2)CC1 (centres undefined) | / | / | / | / | -2.0% | -3% | 3.3% | 3% | / | /
